TRb-SRC2 inh: inhibitors of human thyroid hormone receptor beta-SRC2 interaction. AID 1469. P10828. Potency, µM (top dose mostly 106 µM), for inactives: at the highest dose activity change, negative = inhibition, hits mostly inhibitors. TRbeta-SRC2 peptide binding, fluorescence polarization; receptor liganded with 1 µM T3. 280,000 tested, 0.065% active;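 also: plate controls were bound peptide for no effect and peptide without receptor for full effect; nearly all actives have a fitted effect of over 50% in size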
Target sequence (P10828 whole entry, looked up): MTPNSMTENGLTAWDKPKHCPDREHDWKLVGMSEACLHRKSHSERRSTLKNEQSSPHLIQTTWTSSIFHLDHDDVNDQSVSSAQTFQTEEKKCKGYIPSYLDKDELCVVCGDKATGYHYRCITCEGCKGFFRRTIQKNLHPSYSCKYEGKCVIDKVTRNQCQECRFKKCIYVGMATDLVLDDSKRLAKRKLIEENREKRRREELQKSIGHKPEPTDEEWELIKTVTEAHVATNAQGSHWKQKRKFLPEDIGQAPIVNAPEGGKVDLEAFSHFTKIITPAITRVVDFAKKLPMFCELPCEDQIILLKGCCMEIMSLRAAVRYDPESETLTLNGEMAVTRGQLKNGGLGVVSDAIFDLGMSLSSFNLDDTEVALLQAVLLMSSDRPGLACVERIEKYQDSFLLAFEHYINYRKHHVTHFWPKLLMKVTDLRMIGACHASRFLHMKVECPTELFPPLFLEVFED
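Human TRb ligand-binding domain (0.6 uM) is mixed with 20 nM Texas Red SRC2 peptide and 1 uM T3; after compound addition and 5 hr at ambient temperature, polarization is measured and normalized to unbound and bound controls.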
TR SRC2 fluor cs: alters Texas Red total fluorescence, flagging assay interference; 280,000 tested, 0.29% active; AID 1479; Potency, µM (highest dose often 106 µM), for inactives: at the top dose fluorescence change, negative = quenching; TRb/SRC2 Texas Red total fluorescence interference; active = well fitted curve in either direction with a large enough effect; inconclusive = small, poorly fitted or top-dose-only effect; also: % is scaled to controls: 0 for no effect and ±100 for the full control effect
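Human TRb ligand-binding domain at 0.6 uM with 20 nM Texas Red SRC2 peptide in Tris buffer containing 1 uM T3 and 5% DMSO, incubated with compound 5 h at ambient temperature. Total fluorescence (555/632 nm) calculated as parallel + 2 × perpendicular.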
SMN2 splice up: enhancers of SMN2 splice variant expression | HEK293 SMN2-luciferase splicing reporter, luminescence, 30-36 h | Potency, µM (titrated, usually from 46.1 µM), without a hit: at the highest dose activity change, positive = activation, actives largely listed as activators | 210,000 tested, 2.8% active | AID 1458; also: % of control where 0% means no effect; nearly all actives have a fitted effect of over 55% in size
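HEK293 cells carry an SMN2 minigene-luciferase reporter in which exon 7 inclusion puts luciferase in frame. Cells were seeded at 2000 cells/well, attached for 10-12 hours, then exposed to compounds for 30-36 hours at 37C before ONE-Glo luminescence.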
* hit, by the source's call; ? = inconclusive. Unless noted, calls follow the shape of the dose curve; as a rule, active = well fitted curve in the direction sought with a large enough effect; inconclusive = small, poorly fitted or top-dose-only effect, or another doubt; inactive = no such curve, though single readings can be large; an effect the other way counts as inactive or inconclusive. Potency is read from the fitted curve at half-maximal effect. These rows are one share of the data; the hit share may differ from the screen's.

smiles	TRb-SRC2 inh	TR SRC2 fluor cs	SMN2 splice up
Cc1ccccc1OCCn1cc(C(=O)c2ccco2)c2ccccc21	5%	7%	-27%
CCCNC(=O)c1cnn2c(C(F)F)cc(-c3ccccc3)nc12	-5%	0%	-13%
COc1ccc(N2CCN(C(=O)CCc3c(C)nc4cc(-c5ccc(OC)cc5OC)nn4c3C)CC2)cc1	-19%	?	3%
COc1ccc(Br)cc1CNC(=O)c1ccc2c(c1)N(Cc1ccc(C)cc1)CCS2	-7%	-4%	-16%
CCc1nn(CCCC(=O)NCc2ccc(OC)c(OC)c2)c(=O)c2cc3occc3n12	-1%	-1%	-10%
COc1cccc(NC(=O)C2CCCN2S(=O)(=O)c2ccc3c(c2)n(C)c(=O)c(=O)n3C)c1 (stereo unspecified)	-1%	0%	-1%
COc1ccc(NC(=O)Cn2c(=O)n(Cc3ccco3)c(=O)c3sc4ccccc4c32)c(OC)c1	-7%	-1%	-9%
CC[C@@H](C)[C@@H](C(=O)Nc1ccc(C)cc1)N1Cc2ccccc2C1=O	-6%	2%	-6%
Cc1cccc(Cn2nnc3c(=O)[nH]c(C4CCN(C(=O)c5ccc(F)cc5)CC4)nc32)c1	-1%	6%	-3%
CCCOc1ccc(-c2nn(-c3ccccc3)cc2C2NC(=O)NC(C)=C2C(=O)OC(C)C)cc1 (stereo unspecified)	8%	-3%	-12%
CC(C)CCNC(=O)c1cc(-c2ccc(Br)s2)nc2ccccc12	4%	-27%	-3%
COc1ccc(CNC(=O)c2cc3cc4cc(OC)ccc4nc3o2)cc1	-10%	-1%	3%
COc1ccc(NC(=O)c2c(NC(=O)c3cccc(C)c3)sc3c2CCC3)cc1	7%	-2%	-7%
COc1ccc(OCC(=O)NCC(c2ccc(OC)cc2)N2CCCCC2)cc1 (stereo unspecified)	1%	-3%	1%
CCOc1ccc(Oc2nc(NCC(C)C)nc(N3CCOCC3)n2)nn1	5%	6%	?
COc1ccc(N2C(=O)C(CC(=O)Nc3ccc(F)cc3)N(CCC3=CCCCC3)C2=O)cc1 (stereo unspecified)	4%	-1%	-1%
Cc1ccc(C)c(N2CCN(c3c(CN4CCCC4)c(=O)oc4ccccc34)CC2)c1	6%	-2%	9%
Cc1ccc(-c2nc3c4ccccc4[nH]c(=O)n3n2)cc1	1%	0%	?
COc1ccc(Cl)cc1NC(=O)CSc1nc2ccccc2nc1N1CCCCC1	-14%	?	1%
Cc1ccc(S(=O)(=O)N(CC(=O)Nc2ccc(C(C)C)cc2)Cc2ccccc2)cc1	6%	?	-13%
O=C(Cn1ncc2c3ccccc3n(Cc3ccc(Cl)cc3)c2c1=O)NCc1ccccn1	10%	-1%	0%
Cc1cc(C)c(S(=O)(=O)NCCc2cc3c(C)ccc(C)c3[nH]c2=O)c(C)c1	-4%	-1%	-3%
CCOc1ccc(NC(=O)Cn2c(C)cc3ccccc3c2=O)cc1	8%	0%	10%
COc1ccc(S(=O)(=O)N(Cc2nc(-c3ccc(C)cc3)no2)C2CCCCC2)cc1	-2%	7%	-11%
Cn1c(=O)cc(SCC(=O)NCCc2ccc(Cl)cc2)c2cc(Cl)ccc21	-7%	-17%	7%
COc1c(Cl)cc(Cl)cc1CNCCSc1nnnn1C	-2%	2%	1%
Cc1ccc2nc(-c3cccc(NC(=O)c4ccc(Br)o4)c3)oc2c1	7%	5%	16%
Cc1ccc(CNC(=O)CCCn2nc(C)n3c(cc4sccc43)c2=O)cc1	3%	6%	-3%
CCN(CC)CCNC(=O)Nc1ccc2c(c1)N(Cc1ccccc1)C(=O)c1ccccc1S2	0%	-1%	-8%
Cc1ccsc1CN(C(=O)COc1ccc(Br)cc1)C1CCS(=O)(=O)C1 (stereo unspecified)	-3%	4%	8%

A run of entries from further up, for reference:
smiles	TRb-SRC2 inh	TR SRC2 fluor cs	SMN2 splice up
CC[C@@H](C)[C@@H](C(=O)Nc1ccc(C)cc1)N1Cc2ccccc2C1=O	-6%	2%	-6%
Cc1cccc(Cn2nnc3c(=O)[nH]c(C4CCN(C(=O)c5ccc(F)cc5)CC4)nc32)c1	-1%	6%	-3%
CCCOc1ccc(-c2nn(-c3ccccc3)cc2C2NC(=O)NC(C)=C2C(=O)OC(C)C)cc1 (stereo unspecified)	8%	-3%	-12%
CC(C)CCNC(=O)c1cc(-c2ccc(Br)s2)nc2ccccc12	4%	-27%	-3%
COc1ccc(CNC(=O)c2cc3cc4cc(OC)ccc4nc3o2)cc1	-10%	-1%	3%

Additional results
smiles	TRb-SRC2 inh	TR SRC2 fluor cs	SMN2 splice up
COc1ccccc1N1CCN(C(=O)Cn2ncc3c2-c2cc(C)ccc2OC3)CC1	-6%	0%	-5%
Cc1ccc(OCCSc2nc3ccccc3n2CCC(=O)O)cc1C	-4%	-2%	-1%
CCNc1c(NC(=O)c2ccccc2OCC)c(=O)oc2ccccc12	2%	-2%	-3%
COc1ccc(N(C(=O)c2ccccc2C)S(=O)(=O)c2ccc(C)cc2)cc1	6%	0%	7%
CCc1nn(CC(=O)Nc2ccc(N(CC)CC)cc2C)c(=O)c2cc3sccc3n12	-9%	0%	-13%
COc1ccc(CCNC(=O)c2cnc3sc(N4CCOCC4)nn3c2=O)cc1	-6%	?	-6%
Cc1ccc(NC(=O)c2c(C)oc3ccc(O)c(CN4CCCCC4)c23)c(C)c1	-9%	-59%	-8%
COc1ccccc1NC(=O)CSc1oc(-c2ccccc2)nc1S(=O)(=O)c1ccc(C)cc1	0%	0%	-9%
COc1ccccc1N(CC(=O)Nc1cc(C)cc(C)c1)S(C)(=O)=O	4%	0%	-8%
Cc1ccc(Cl)cc1NC(=O)Cn1cc2c(n1)CCCCC2	2%	-1%	15%
CCCC1=Nc2cc(C(=O)N3CCC(C(=O)OCC)CC3)ccc2Sc2ccccc21	-1%	-1%	-1%
COc1c(C)cc(Br)cc1C(=O)Nc1ccc(-c2nc3ncccc3o2)cc1	6%	5%	7%
CCC(=O)OCCCNc1nc(-c2ccc(Cl)cc2)nc2ccccc12	11%	-4%	3%
COc1ccccc1Nc1cc(C(=O)NC2CCC(C)CC2)c2ccccc2n1 (stereo unspecified)	-5%	1%	?
COCCCNC(=O)c1cc2c(-c3cccc(OC)c3)nn(C)c2s1	-6%	-1%	-7%
CCc1ccc(C2c3c(oc4ccc(F)cc4c3=O)C(=O)N2c2nc(C)c(C(=O)OC)s2)cc1 (stereo unspecified)	6%	7%	4%
CCCSCCCNC(=O)CN1C(=O)COc2ccc(S(=O)(=O)N3CCCCCC3)cc21	1%	-19%	-2%
COc1ccccc1NC(=O)Cn1c(=O)n(Cc2ccccc2)c(=O)c2c3c(sc21)CN(C(C)=O)CC3	-5%	?	-2%
COc1cc(NC(=O)c2ccc3oc(=O)c(S(=O)(=O)c4ccccc4)cc3c2)cc(OC)c1	2%	3%	0%
Cc1cccc(C(=O)NC2(C(F)(F)F)N=C(c3ccccc3)N(Cc3ccccc3)C2=O)c1 (stereo unspecified)	-2%	0%	-13%
CCOC(=O)C1=C(CS(=O)(=O)c2ccc(F)c(C)c2)NC(=O)NC1c1ccccc1OC (stereo unspecified)	0%	-2%	16%
CCN(CC)C(=O)Cn1c(=O)n(Cc2ccc(C(=O)NCCc3ccc(OC)c(OC)c3)cc2)c(=O)c2ccccc21	8%	0%	6%
CCN1CCOC(=O)C1CC(=O)Nc1cc(C)cc(C)c1 (stereo unspecified)	8%	-13%	10%
COc1ccc(C(F)(F)F)cc1NC(=O)c1sc2nc(-c3cccs3)ccc2c1N	-2%	-4%	11%
CCC(=O)N1CCc2cc(S(=O)(=O)CCC(=O)N3CCN(c4cccc(Cl)c4)CC3)ccc21	-8%	0%	0%
CCCN1C(=O)c2[nH]nc(-c3ccccc3O)c2C1c1cccc(OCc2ccccc2)c1 (stereo unspecified)	-3%	7%	11%
CCCS(=O)(=O)c1nc(S(=O)(=O)c2ccc(C)cc2)c(N(CC)CC)s1	5%	2%	-4%
O=C(Nc1cccc(Cl)c1)c1cc2c(=O)[nH]c3ccccc3c2s1	-8%	5%	8%
COc1ccccc1CCNC(=O)c1ccc(NC(=O)N2CC(C)Sc3ccccc32)cc1 (stereo unspecified)	-2%	-1%	0%
CCc1nnc(NC(=O)c2cc(=O)c3cc(C)ccc3o2)s1	-4%	4%	9%

An excerpt of these results, with each value named.
> Cc1ccc(CNC(=O)CCCn2nc(C)n3c(cc4sccc43)c2=O)cc1
- TRb-SRC2 inh: 3%
- TR SRC2 fluor cs: 6%
- SMN2 splice up: -3%
> CCN(CC)CCNC(=O)Nc1ccc2c(c1)N(Cc1ccccc1)C(=O)c1ccccc1S2
- TRb-SRC2 inh: 0%
- TR SRC2 fluor cs: -1%
- SMN2 splice up: -8%
> Cc1ccsc1CN(C(=O)COc1ccc(Br)cc1)C1CCS(=O)(=O)C1 (stereo unspecified)
- TRb-SRC2 inh: -3%
- TR SRC2 fluor cs: 4%
- SMN2 splice up: 8%

The results go on.
smiles	TRb-SRC2 inh	TR SRC2 fluor cs	SMN2 splice up
CCc1ccc(NC(=O)CCc2nnc3n(C)c(=O)c4sccc4n23)cc1	0%	7%	-3%
COc1ccc(CCN2C(=O)N(c3ccc(F)cc3)C(=O)C2CC(=O)Nc2ccc(F)c(F)c2)cc1 (stereo unspecified)	7%	-2%	18%
COc1ccc(OCc2nc(-c3ccc(OC)c(OC)c3)no2)cc1	9%	-3%	-14%
CCN1CCN(c2c(S(=O)(=O)c3ccc(Cl)cc3)cnc3ccccc23)CC1	4%	-3%	-11%
COc1ccc(-c2nc3cc(C)ccn3c2NC(=O)c2ccc(C)c(C)c2)cc1	-2%	2%	3%
COc1ccc(-c2nc3c(c(SCC(=O)Nc4ccccc4OC)n2)Cc2cccc(C)c2O3)cc1	-3%	0%	-2%
Cc1ccc(C(=O)COC(=O)c2cc(-c3ccccc3)nc3ccccc23)cc1C	-3%	1%	-16%
COc1ccc(CN2C(=O)c3oc4ccccc4c(=O)c3C2c2ccc(O)cc2)cc1 (stereo unspecified)	4%	1%	-8%
COCCCn1c(=N)c(C(=O)NC2CCCCC2)cc2c(=O)n3cc(C)ccc3nc21	-3%	-3%	-9%
Cc1cccc(-c2nnc(SCCC(=O)O)o2)c1	-3%	?	-15%
CC(=O)N1CCc2cc(Br)cc(S(=O)(=O)N3CCN(c4cccc(C)c4)C(C)C3)c21 (stereo unspecified)	-6%	-2%	-5%

Ordered by molecular weight (highest first): some entries from above
smiles	TRb-SRC2 inh	TR SRC2 fluor cs	SMN2 splice up
CCN1CCN(c2c(S(=O)(=O)c3ccc(Cl)cc3)cnc3ccccc23)CC1	4%	-3%	-11%
COc1ccc(CN2C(=O)c3oc4ccccc4c(=O)c3C2c2ccc(O)cc2)cc1 (stereo unspecified)	4%	1%	-8%
Cc1ccc(C(=O)COC(=O)c2cc(-c3ccccc3)nc3ccccc23)cc1C	-3%	1%	-16%
COc1ccc(-c2nc3cc(C)ccn3c2NC(=O)c2ccc(C)c(C)c2)cc1	-2%	2%	3%
CCc1ccc(NC(=O)CCc2nnc3n(C)c(=O)c4sccc4n23)cc1	0%	7%	-3%
